GPR55 activation: GPR55 agonists via beta-arrestin recruitment, primary screen, imaging, U2OS cells, beta-arrestin-GFP redistribution (AID 1961); 290,000 compounds, 0.048% hits; U2OS GPR55 beta-arrestin-GFP redistribution imaging; higher % means a stronger effect; one-dose activation, % at 10 µM; EC50 in µM for titrated hits;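 active = activation above 40% with more than 50 cells counted in the well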;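 also: U2OS osteosarcoma cells stably expressing GPR55 and beta-arrestin-GFP; plate controls were DMSO negative control for no effect and LPI positive control for full effect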
NOD1 inhibition: NOD1 signaling inhibitors, primary screen, cell-based, luminescence, uHTS (AID 1578) | NOD1-driven NF-kB luciferase reporter cells, luminescence; higher % means a stronger effect | one-dose inhibition, % at 4 µM; EC50 in µM for titrated hits | 290,000 compounds, 1% hits; in the data active = inhibition mostly above about 36%, no sharp cut-off; inactive = mostly below about 34%;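 also: HEK-293T reporter cells stimulated with the NOD1 agonist gamma-tri-DAP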
SIAH1 antagonists: Siah-1 peptide-binding antagonists, primary screen, biochemical, fluorescence polarization, rhodamine-plectin, uHTS (AID 1817) | 290,000 compounds, 0.02% hits | Siah-1 / rhodamine-plectin peptide fluorescence polarization; higher % means a stronger effect | E3 ubiquitin-protein ligase SIAH1 (Homo sapiens) | one-dose displacement, % at 20 µM; IC50 in µM for titrated hits;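 active = displacement of at least 50% at 20 µM, with a fluorescence ratio check between 0.3 and a set limit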;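 also: plate controls were Siah plus tracer with DMSO for no effect and tracer alone without Siah for full effect; strong numbers were not always called active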
GPR35 arrestin U2OS: GPR35 antagonists blocking zaprinast-driven arrestin recruitment, primary screen, imaging, U2OS, beta-arrestin-GFP, zaprinast agonist (AID 2058) | G-protein coupled receptor 35 (Homo sapiens) | 290,000 compounds, 0.052% hits | U2OS GPR35 beta-arrestin-GFP translocation imaging, zaprinast antagonism; higher % means a stronger effect | inhibition, % at 10 µM, or IC50 in µM where a hit was titrated;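 active = inhibition of at least 50% with at least 30 cells and total cytoplasm GFP at most 10,000,000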
GPR55 antagonists: GPR55 antagonists blocking LPI-driven arrestin recruitment, primary screen, imaging, U2OS, beta-arrestin-GFP, LPI agonist (AID 2013); G-protein coupled receptor 55 (Homo sapiens); U2OS GPR55 beta-arrestin-GFP translocation imaging, LPI antagonism; higher % means a stronger effect; inhibition, % at 10 µM, or IC50 in µM where a hit was titrated; 290,000 compounds, 0.13% hits;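 active = spots per cell inhibited over 60%, with over 100 cells counted and total cytoplasm intensity under 500,000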;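 also: U2OS cells stably carrying GPR55 and arrestin-GFP stimulated by 5 µM LPI near EC80; imaged beta-arrestin-GFP aggregate spots per cell after agonist stimulation; plate controls were LPI-stimulated DMSO wells for no effect and DMSO wells without LPI for full effect; some results filed as inactive read as strong as hits; confirmed hits need IC50 under 10 µM and bright autofluorescent wells are also inconclusive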
KOR beta-arrestin-1: KOR antagonists, beta-arrestin recruitment, cell-based, luminescence, uHTS (AID 1778); 290,000 compounds, 0.091% hits; Kappa-type opioid receptor (Homo sapiens); inhibition, % at 10 µM; hits with a dose series show IC50 in µM; KOR beta-arrestin recruitment, luminescence, antagonist mode; higher % means a stronger effect; in the data active = inhibition above about 50%; also: strong numbers were not always called active
AID2073: inhibitors of Mint1-CaV2.2 protein interaction, biochemical, HTRF (AID 2073) | Voltage-dependent N-type calcium channel subunit alpha-1B (Homo sapiens) | HTRF protein-protein interaction, Mint1-CaV2.2; higher % means a stronger effect | inhibition, % at 20 µM, or IC50 in µM where a hit was titrated | 290,000 compounds, 0.19% hits; in the data active = inhibition mostly above about 51%, no sharp cut-off; also: some results filed as inactive read as strong as hits
KOR beta-arrestin-2: KOR agonists, beta-arrestin recruitment, primary screen, cell-based, luminescence, uHTS (AID 1777); Kappa-type opioid receptor (Homo sapiens); KOR beta-arrestin recruitment, luminescence; higher % means a stronger effect; one-dose activation, % at 10 µM; EC50 in µM for titrated hits; 280,000 compounds, 0.02% hits; in the data active = activation above about 50%, passing the limit was not always enough; also: a part of the inactive calls stands beside numbers as strong as those of hits
HIV peptide binding: inhibitors of HIV fusion peptide binding, primary screen, biochemical, uHTS, fluorescence dequenching (AID 1986); inhibition, % at 20 µM; hits with a dose series show IC50 in µM; cell-free peptide binding, fluorescence dequenching, 30 min; higher % means a stronger effect; 290,000 compounds, 0.3% hits; in the data active = inhibition mostly above about 52%, no sharp cut-off; inactive = mostly below about 76%; also: some results filed as inactive read as strong as hits
* marks the source's active call; other numbers are inactive results; x = no result given; [ ] = remark or other dose. Only part of the results is shown; the hit share may differ from the screen's.

SMILES	GPR55 activation	NOD1 inhibition	SIAH1 antagonists	GPR35 arrestin U2OS	GPR55 antagonists	KOR beta-arrestin-1	AID2073	KOR beta-arrestin-2	HIV peptide binding
O=C(Nc1ccc(F)c([N+](=O)[O-])c1)c1ccc2c(c1)C(=O)OC2=O	0.6%	3%	31%	2%	10%	0%	20%	-4.5%	1.7%
CCCc1ccc(OCC(=O)Nc2cc(S(=O)(=O)CC)ccc2O)cc1	0.3%	-26%	2%	7%	0%	-14%	-6%	0.1%	1.8%
CC1(C)Nc2ccccc2N(Cc2ccc([N+](=O)[O-])cc2)C1=O	0.0%	-40%	8%	16%	9%	11%	9%	-1.5%	1.8%
COc1ccc(C(C(=O)NC(C)(C)C)N(CCc2ccccc2)C(=O)CCC(=O)Nc2cc(C)on2)cc1 (configuration not stated)	-0.1%	-47%	5%	12%	4%	-4%	7%	-5.6%	0.2%
Cc1cc(-c2ccc(C(C)C)c(S(=O)(=O)N3CCN(c4ccccn4)CC3)c2)on1	-0.1%	4%	-5%	-12%	-2%	-9%	-5%	8.1%	0.0%
COc1ccc2nc(NS(=O)(=O)c3ccc(NC(C)=O)cc3)sc2c1	-0.2%	-30%	1%	-9%	1%	-20%	1%	5.4%	1.6%
CCCC(=O)OCC(=O)Nc1ccccc1Sc1ccccc1	0.0%	-4%	-3%	3%	-7%	7%	2%	7.5%	-1.6%
COCCCNCCC(CCC(C)C)c1ccc2c(c1)OCO2 (configuration not stated)	-0.3%	-11%	19%	-5%	9%	-6%	-14%	4.4%	1.9%
CC(=O)C(Sc1nc(N(C)C)nc(N(C)C)n1)C(=O)Nc1ccccc1 (configuration not stated)	0.1%	-6%	0%	-3%	-6%	8%	-8%	-1.7%	-2.5%
FC(F)Oc1ccc(NC(=S)N2CCN(Cc3ccccc3)CC2)cc1	0.3%	-23%	6%	-9%	10%	-15%	-26%	-0.2%	0.2%
CNC(=S)Nc1cccc(C(=O)OC)c1	0.3%	-11%	-8%	12%	2%	41%	-9%	4.2%	-2.0%
CCOc1ccccc1NC(=O)CCc1ccc(C)o1	-0.1%	-20%	2%	-4%	4%	2%	-8%	-3.1%	-2.2%

Some entries already given, limited to AID2073:
Compound,AID2073
CNC(=S)Nc1cccc(C(=O)OC)c1,-9%
CCOc1ccccc1NC(=O)CCc1ccc(C)o1,-8%

Further structures follow.
SMILES	GPR55 activation	NOD1 inhibition	SIAH1 antagonists	GPR35 arrestin U2OS	GPR55 antagonists	KOR beta-arrestin-1	AID2073	KOR beta-arrestin-2	HIV peptide binding
COc1cc(/C=C/c2cccc[n+]2C)ccc1OCC(=O)Nc1cccc(Cl)c1	-0.2%	50%	-2%	-13%	-3%	-20%	6%	5.9%	-1.2%
Cc1[nH]c(=O)[nH]c(=O)c1S(=O)(=O)Nc1cccc([N+](=O)[O-])c1C	-0.3%	0%	12%	1%	10%	0%	10%	-3.8%	2.0%
CCOC(=O)c1[nH]c2ccccc2c1NC(=O)NC1CCCCC1	-0.1%	4%	3%	17%	-9%	-6%	-4%	0.5%	-0.7%
C/C(=N\N1CCN(c2ccccc2)CC1)c1cccs1	-0.1%	-8%	2%	-9%	15%	21%	13%	-1.1%	0.0%
CCN1c2ccccc2N(C)C1(C)c1ccccc1 (configuration not stated)	-0.3%	-13%	19%	2%	15%	-4%	-3%	-5.7%	12%
CCCCOCCCNC(=O)Cc1ccccc1OC	-0.3%	-7%	4%	16%	4%	-16%	-10%	-1.0%	9.8%
O=C(CNS(=O)(=O)c1ccccc1)NCC(=O)OCc1ccccc1F	0.0%	-15%	-2%	6%	-2%	18%	4%	1.4%	-3.2%
CCc1nc(SCc2ccc(Cl)cc2)n[nH]1	-0.1%	-50%	3%	-5%	6%	-5%	-5%	-0.3%	-0.5%
O=C(NCCCn1ccnc1)c1noc2c1CCCC2	0.2%	-14%	2%	4%	27%	-17%	0%	2.1%	0.5%
CS(=O)(=O)Nc1ccc(S(=O)(=O)NCCc2ccccc2)cc1	-0.1%	-48%	2%	1%	-8%	33%	6%	1.1%	1.5%
COC(=O)C1(C)CN(S(=O)(=O)c2ccc(C)cc2)c2cc(OC)ccc2C1=O (configuration not stated)	0.4%	-4%	-2%	-11%	-6%	13%	8%	5.4%	1.2%
CC(=O)Nc1cccc(/C(C)=N/NC(=S)NC(C)C)c1	-0.4%	-32%	6%	-5%	14%	2%	2%	-5.5%	1.0%
Cc1occc1-c1nnc(SCC(=O)NCc2cccs2)n1CC1CCCO1 (configuration not stated)	-0.3%	30%	0%	-14%	-10%	-11%	-2%	-0.5%	0.3%
COc1cccc(/C=N/n2cnc3ccccc32)c1OC	0.3%	-58%	1%	4%	1%	-44%	12%	0.8%	0.2%
O=C(NCC(=O)N(c1cccnc1)C(C(=O)NC1CCCC1)c1ccccc1)c1ccco1 (configuration not stated)	-0.3%	-21%	2%	13%	5%	15%	13%	-3.4%	2.2%
COCCNC(=O)c1nc2ccccc2s1	0.8%	-30%	7%	-5%	1%	-6%	0%	2.4%	0.8%
N/C(=N\OC(=O)CCn1cccc(C(F)(F)F)c1=O)c1ccc(OC(F)(F)F)cc1	-0.2%	-12%	2%	-3%	0%	15%	-1%	5.7%	-1.9%
COCc1cc(=O)[nH]c(-c2csc(C)n2)n1	-0.2%	-11%	-1%	9%	-10%	24%	-9%	0.0%	-0.9%
COc1cc(NC(=O)c2cccc(Cl)c2)c(OC)cc1NC(=O)CN1CCCCC1	0.2%	-50%	-5%	-8%	21%	-66%[20 µM]	2%	x	-1.5%
CCn1nc(C)c(/C=N/NC(=O)Cn2nnc(N)n2)c1C	-0.1%	6%	5%	19%	-2%	17%	-8%	-3.1%	0.6%
Cc1ccccc1SCC(=O)N1CCN(c2ccc(C(F)(F)F)cn2)CC1	0.2%	14%	0%	-16%	-8%	-1%	-4%	5.5%	-1.5%
NC(=O)CC[C@H](NC(=O)c1ccc(F)cc1)C(=O)OCC(=O)Nc1c(F)c(F)c(F)c(F)c1F	-0.4%	9%	-3%	19%	5%	x	-7%	-1.6%	0.5%
CN(C)c1ccc(/C=C(\C#N)c2ccccn2)cc1	10%	74%*	-3%	7%	-1%	-35%	14%	1.7%	151%
Cc1[nH]c2ccccc2c1/C=C/c1nc2ccccc2c(=O)n1-c1ccc([N+](=O)[O-])cc1	-0.3%	-27%	12%	-8%	2%	-14%	33%	2.2%	4.5%
O=C(O)c1cccc(-n2cc(-c3cccc(C(F)(F)F)c3)cn2)c1	0.0%	-13%	-4%	1%	6%	-12%	4%	-5.6%	18%
Cc1onc(-c2ccccc2)c1C(=O)N1CCN(c2ccc([N+](=O)[O-])cc2)CC1	-0.1%	-35%	-1%	3%	10%	-4%	-6%	8.0%	0.8%
CCOCCCNCC(=O)NC1(C)C2CCC(C2)C1(C)C (configuration not stated)	0.2%	-13%	6%	5%	0%	19%	-8%	-6.0%	1.3%
CCN1CCN(C(=O)c2ccc(CNS(=O)(=O)c3cccc(OC)c3)cc2)CC1	-0.1%	-12%	-1%	20%	-1%	12%	14%	-4.2%	0.0%
CN(C(=O)c1cccc(NC(=O)c2ccco2)c1)c1ccccc1	-0.2%	-21%	-1%	-5%	-1%	25%[20 µM]	10%	-4.7%	0.2%
N#Cc1ccc(COC(=O)c2ccc3c(=O)[nH]c(CN4CCOCC4)nc3c2)cc1	0.0%	-2%	0%	-4%	-13%	3%	0%	2.4%	-0.1%
CCn1nc(C)c(CN2CCN(Cc3ccc(OC)c(C)c3C)C(CCO)C2)c1C (configuration not stated)	0.4%	-29%	7%	8%	4%	-20%	-6%	0.3%	1.3%
CC1CCN(C(=O)CC(NC(N)=O)c2ccccc2Cl)CC1 (configuration not stated)	-0.2%	-20%	4%	4%	1%	-30%	-2%	-0.9%	-0.6%
CCn1nnnc1SCC(=O)c1cccc(OC)c1	-0.2%	-14%	6%	-2%	15%	19%	-10%	-6.5%	-0.4%
C=CCNC(=O)N1CCC(n2nccc2NC(=O)CCc2ccccc2)CC1	0.1%	-9%	-5%	17%	-5%	-58%	-6%	0.8%	-0.4%
Cc1cc(NC(=O)c2cc3n(n2)C(C(F)(F)F)CC(c2ccco2)N3)no1 (configuration not stated)	-0.2%	-6%	1%	-9%	-6%	10%	10%	-2.6%	-1.7%
COc1cc(C2=NOC(C(=O)NCc3ccc(F)cc3)C2)cc(OC)c1OC (configuration not stated)	-0.1%	-16%	-4%	3%	-18%	-210%	-4%	0.7%	-0.9%
FC(F)(F)c1cnc(NNC(=S)Nc2cccnc2)c(Cl)c1	-0.3%	7%	0%	10%	4%	-14%	4%	-8.9%	-4.1%
Cc1cccc(NS(=O)(=O)c2cccc(C(=O)N3CCN(c4ccccn4)CC3)c2)c1	-0.1%	-7%	2%	-4%	8%	0%	-6%	0.7%	-1.0%
CC1=C(C(=O)Nc2ccc(C)cc2C)C(c2ccc(Cl)cc2)n2nc(C(=O)OC(C)C)nc2N1 (configuration not stated)	-0.3%	-12%	6%	-4%	2%	-22%	10%	-5.2%	-2.1%
O=C(Nc1cccc2ccccc12)c1ccccc1	-0.1%	-7%	1%	3%	12%	22%	4%	0.5%	0.5%
CCN(CCO)C(=O)C12CCC(C)(C(=O)C1)C2(C)C (configuration not stated)	0.2%	-6%	1%	-11%	4%	-22%	2%	5.3%	1.0%
Cc1sc2nc(CSCC(=O)Nc3ccc(N4CCOCC4)cc3)[nH]c(=O)c2c1C	-0.2%	10%	-8%	8%	8%	18%	-17%	1.5%	-2.8%
Cc1ccccc1Cn1nc(C)c(NC(=O)c2cc3n(n2)C(C(F)F)CC(C(F)F)N3)c1C (configuration not stated)	0.4%	-15%	3%	6%	9%	32%	-1%	-4.8%	0.7%
Clc1ccc(-c2nnc3sc(Cc4cccs4)nn23)cc1	-0.2%	-44%	1%	14%	1%	-18%	6%	-2.9%	0.1%
COc1ccc(N(C(=O)Cn2nnc(-c3ccc(F)cc3)n2)C(C)C(=O)NC2CCCC2)cc1 (configuration not stated)	-0.1%	-23%	4%	4%	5%	-22%	-6%	1.2%	0.8%
